Bioassay records deposited in PubChem BioAssay by several laboratories.
PMI act hi M6P: activators of human phosphomannose isomerase at near-saturating mannose 6-phosphate | P34949 | coupled PMI enzyme assay, resazurin fluorescence, 20 min; stronger effect = higher value; 1 = untreated enzyme, 0 = substrate-free blank | activation factor at 20 µM | 0.34% of 190,000 active;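 active = activation factor of 2 or more at 20 µM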
Target sequence (P34949 whole entry, looked up): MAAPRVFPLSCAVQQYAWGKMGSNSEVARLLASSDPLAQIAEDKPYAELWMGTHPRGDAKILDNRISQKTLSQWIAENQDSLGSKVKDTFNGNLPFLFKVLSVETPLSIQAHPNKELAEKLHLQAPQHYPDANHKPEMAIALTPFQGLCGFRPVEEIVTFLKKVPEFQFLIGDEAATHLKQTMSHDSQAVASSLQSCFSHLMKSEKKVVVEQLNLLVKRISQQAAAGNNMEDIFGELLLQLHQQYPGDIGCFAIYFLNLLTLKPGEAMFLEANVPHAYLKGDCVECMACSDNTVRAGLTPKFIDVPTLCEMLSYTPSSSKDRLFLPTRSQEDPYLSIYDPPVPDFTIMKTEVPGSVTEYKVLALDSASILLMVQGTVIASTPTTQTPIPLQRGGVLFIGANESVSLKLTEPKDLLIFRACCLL
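Material: human phosphomannose isomerase with PGI, G6PDH, diaphorase coupling enzymes / Reagent: Man-6-P substrate 1.0 mM / Dosing: single compound dose of 20 µM, 1% DMSO final / Incubation: enzyme reaction with compound 20 min at room temperature / Signal: resorufin fluorescence (Ex 544/Em 590 nm) from resazurin via diaphorase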
PMI activator: increases human mannose-6-phosphate isomerase activity; P34949; purified human PMI, coupled resazurin fluorescence, 20 min; stronger effect = higher value; 1 = vehicle control, 0 substrate-free wells; activation factor at 20 µM; 0.005% of 190,000 active;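 active = activation factor of 2 or more at 20 µM, relative to plate controls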
S1P3 antagonist: blocks the human S1P3 receptor; Q99500; CHO S1P3 NFAT-BLA reporter, FRET fluorescence, antagonist mode; inhibition, % at 4.98 µM; 0.27% of 170,000 active;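 active = inhibition above the plate cutoff, the mean inhibition of test wells on that plate plus 3 SD, cut at about 28% in these data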;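 also: cells challenged with S1P at its EC80 of 0.8 µM; blue over green emission ratio from cleaved BLA substrate after 4 h stimulation; 0% = S1P-stimulated wells and 100% = unstimulated DMSO-only wells; some compounds past the cut are filed as inactive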
PPARg SRC-1 ag: agonists of human PPARgamma SRC-1 coactivator recruitment; P37231; PPARgamma-SRC-1 coactivator recruitment biochemical assay; activation, % at 8 µM; 0.41% of 200,000 active; in the data active = activation above about 19%;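 also: 0% = DMSO and 100% = reference agonist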
Target sequence (P37231 whole entry, looked up): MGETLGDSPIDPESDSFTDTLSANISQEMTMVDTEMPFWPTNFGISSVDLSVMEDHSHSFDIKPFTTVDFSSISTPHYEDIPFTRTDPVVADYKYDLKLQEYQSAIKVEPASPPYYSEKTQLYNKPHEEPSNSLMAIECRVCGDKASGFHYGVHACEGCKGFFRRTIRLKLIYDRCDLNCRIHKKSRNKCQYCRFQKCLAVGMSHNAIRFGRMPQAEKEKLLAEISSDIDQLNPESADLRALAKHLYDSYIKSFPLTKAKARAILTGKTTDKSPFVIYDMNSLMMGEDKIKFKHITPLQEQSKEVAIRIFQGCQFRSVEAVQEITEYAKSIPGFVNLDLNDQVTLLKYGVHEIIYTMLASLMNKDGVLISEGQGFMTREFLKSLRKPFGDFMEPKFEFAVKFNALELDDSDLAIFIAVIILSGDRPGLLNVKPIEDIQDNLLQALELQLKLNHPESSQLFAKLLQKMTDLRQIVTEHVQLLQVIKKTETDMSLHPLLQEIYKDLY
G6PDH CS: L. mesenteroides G6PDH inhibition counter-screen. Purified L. mesenteroides G6PDH, diaphorase/resazurin coupled fluorescence, 45 min. 0.12% of 200,000 active. inhibition, % at 5 µM; in the data active = inhibition above about 50%
ROMK primary: modulators of human ROMK potassium channel; Tet-inducible ROMK, thallium flux fluorescence; actives lie on both sides; B-score at 10 µM; 2% of 130,000 active;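 active = signal ratio slope over the read window, or its plate-corrected B-score, at least 3 SD from the plate mean, either direction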;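 also: B-score of the F/F0 ratio slope over 7 to 12 s after thallium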
TR-FRET SRC-2 ct: counter-screen for PPARgamma SRC-2 recruitment agonists: TR-FRET artefact; TR-FRET ratio at 8 µM; 0.4% of 200,000 active; AID 1049; stronger effect = higher value; in the data active = TR-FRET ratio above about 2000; also: inactives centre near 1500
Diaphorase act: activates diaphorase or chemically reduces, flagging diaphorase assay artifacts | activation factor at 20 µM | AID 1229 | 0.005% of 190,000 active | Diaphorase/resazurin coupled assay, resorufin fluorescence, 16 min; stronger effect = higher value; 1 = vehicle wells, 0 = NADH-free wells;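 active = diaphorase activity raised at least twofold by the compound at 20 µM; inactive = activation factor below 2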
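test system = bacterial diaphorase enzyme (C. kluyveri) | quantity = enzyme 0.07 U/mL final | reagent = NADH substrate 0.114 mM plus resazurin dye 0.1 mM, final | incubation = 16 min enzyme reaction, ambient temperature | buffer or medium = HEPES pH 7.4 buffer with MgCl2 and Tween 20 | signal = fluorescence of resorufin, 544 nm excitation, 590 nm emission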
Diaph inh CS: counter-screen for diaphorase-based assays: diaphorase inhibitors and chemical oxidizers. diaphorase resazurin-to-resorufin fluorescence, NADH, 16 min; bacterial (C. kluyveri) enzyme, not human. inhibition, % at 20 µM. 0.69% of 190,000 active;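 active = primary screen inhibition at 20 µM above a set limit, cut at about 50% in these data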;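 also: plate controls were DMSO with full reaction for no effect and wells lacking NADH for full effect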
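material = Clostridium kluyveri diaphorase enzyme | amount = 0.14 U/mL diaphorase, enzyme working solution | schedule = incubation 16 min, room temperature | detection = fluorescence of resorufin formed from resazurin, Ex 544/Em 590 nm | benchmarks = positive control minus NADH, DMSO neutral control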
PPARg SRC-3 ag: agonists of human PPARgamma SRC-3 coactivator recruitment | P37231 | biochemical PPARgamma/SRC-3 coactivator recruitment assay | activation, % at 8 µM | 0.26% of 200,000 active | AID 731; in the data active = activation above about 23%;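 also: 0% = DMSO and 100% = reference agonist; some compounds past the cut are filed as inactive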
PPARg SRC2 recr: PPARgamma-driven SRC-2 recruitment agonism; P37231; PPARgamma LBD-SRC-2 recruitment, biochemical; activation, % at 8 µM; 0.34% of 200,000 active; in the data active = activation above about 22%;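 also: 0% = vehicle and 100% = reference agonist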
* hit, by the source's call; . = not tested or not shown. This is a subset. The share of hits here may be higher or lower than overall.

The opening two records as a preview:
SMILES	PMI act hi M6P	PMI activator	S1P3 antagonist	PPARg SRC-1 ag	G6PDH CS	ROMK primary	TR-FRET SRC-2 ct	Diaphorase act	Diaph inh CS	PPARg SRC-3 ag	PPARg SRC2 recr
COc1ccccc1N=C1SCCCN1C	1.3	1.2	8	-1	0	.	1497	0.9	8	-2	3
CCCCn1c(O)c(C(CC)=NCCN2CCCCC2)c(=O)[nH]c1=O	1.1	1.1	17	-1	4	-0.039	1503	0.8	20	-15	-5

All compounds of this part, previewed entries included:
SMILES	PMI act hi M6P	PMI activator	S1P3 antagonist	PPARg SRC-1 ag	G6PDH CS	ROMK primary	TR-FRET SRC-2 ct	Diaphorase act	Diaph inh CS	PPARg SRC-3 ag	PPARg SRC2 recr
COc1ccccc1N=C1SCCCN1C	1.3	1.2	8	-1	0	.	1497	0.9	8	-2	3
CCCCn1c(O)c(C(CC)=NCCN2CCCCC2)c(=O)[nH]c1=O	1.1	1.1	17	-1	4	-0.039	1503	0.8	20	-15	-5
COc1ccc(-c2cc(=Nc3ccccc3)c3cc(C)ccc3o2)cc1	1.2	1.2	-10	15	-21	-0.17	1332	1	-2	-6	3
Cc1ccc(-c2nc3ccccc3c(=O)n2-c2ccc(Br)cn2)cc1	1	1	-8	3	4	-0.98	1638	0.8	25	-1	6
O=c1[nH]c(=O)n(Cc2ccco2)c(O)c1C=NCc1ccco1	1.1	1.2	-17	-1	17	.	1490	1	-4	-3	2
CCN(CC)C(=O)c1ccc(NC(=O)Nc2ccccc2F)cc1	0.9	0.9	-6	-1	2	.	1362	0.8	20	4	1
CN1C(=O)/C(=C/c2ccc(N3CCCCCC3)o2)C(=O)NC1=S	1.1	1.1	.	9	6	-0.38	1466	0.9	12	8	11
CC(C)[C@H]1C(=O)O[C@H](C(C)C)C(=O)N(C)[C@@H](C(C)C)C(=O)O[C@H](C(C)C)C(=O)N(C)[C@@H](C(C)C)C(=O)O[C@H](C(C)C)C(=O)N1C	1	1	70*	3	15	.	1623	0.8	22	6	1
OC1/C(=C/c2ccccc2C(F)(F)F)N2CCC1CC2 (centres undefined)	1	1	-12	1	0	0.84	1602	0.9	6	0	-7
O=[N+]([O-])/C(Cl)=C1\NCCN1Cc1ccc(Cl)nc1	1	1.1	-4	-10	15	1.1	1487	1	-2	0	1
CC(C)(C)C(=O)NC1CCSC1=O (centres undefined)	1	1	3	2	6	-0.83	1521	0.9	7	-1	1
COc1ccc(-c2cc(=O)c3c(OC)c(OC)c(OC)cc3o2)cc1	1	0.9	-11	4	10	.	1444	0.9	11	-7	-5
COc1ccccc1CN1CCN(C(=O)COc2ccccc2)CC1	0.9	0.8	6	8	-1	.	1607	0.8	21	7	2
COc1ccc(Cc2nccc3cc(OC)c(OC)cc23)cc1OC	1.1	1.5	29*	12	32	.	1548	1.3	-28	5	3
COc1cccc(N2C(=O)NC(=O)C3(Cc4cc(C)ccc4N(C)C3)C2=O)c1 (centres undefined)	1.4	1.4	1	4	2	0.59	1760	0.8	19	9	4
CCOC(=O)C1=C(N)OC2=C(C(=O)CCC2)C12C(=O)N(CC(N)=O)c1ccccc12 (centres undefined)	1	1	.	1	1	.	1654	0.9	12	-6	5
O=c1c2ccccc2nc(-c2ccc(Cl)cc2Cl)n1-c1ccncc1	1	1	.	-10	4	.	1488	1	-1	-9	-7
O=C(OCC(=O)c1ccc([N+](=O)[O-])cc1)/C(=C/c1ccc(Cl)cc1)NC(=O)c1ccccc1	1	1	-14	6	-8	-0.68	1688	0.7	28	6	0
CC1CCN(CC(=O)c2ccccc2Cl)CC1	2*	1.5	-14	6	-8	.	1458	0.9	8	4	10
O=C(C[N+]12CCC(CC1)C(CO)C2)c1ccc([N+](=O)[O-])cc1 (centres undefined)	0.9	1.1	-8	2	4	-0.18	1671	0.9	14	1	7
CCCCCCn1c(O)c(C=NCCN2CCCCC2)c(=O)[nH]c1=O	0.9	0.9	.	1	-10	-0.41	1350	0.9	15	2	0
CC(=O)NC(Cc1ccc(N(CCCl)CCCl)cc1)C(=O)NC(CC(C)C)C(=O)O (centres undefined)	2*	1.7	-1	-4	10	-0.17	1456	1	2	2	5
Cc1ccsc1C(=O)C1CCCN(Cc2sc(N(C)C)nc2Cl)C1 (centres undefined)	1.1	1.1	1	11	11	-0.044	1722	1.2	-15	5	0
Fc1ccc(CCNCc2ccc(Br)cc2)cc1	0.9	1	-3	-4	-4	-1.4	1647	0.8	19	4	8

Taken from above:
For PPARg SRC-1 ag, COc1ccc(-c2cc(=O)c3c(OC)c(OC)c(OC)cc3o2)cc1 reads 4
For G6PDH CS, O=C(OCC(=O)c1ccc([N+](=O)[O-])cc1)/C(=C/c1ccc(Cl)cc1)NC(=O)c1ccccc1 reads -8

The list goes on.
SMILES	PMI act hi M6P	PMI activator	S1P3 antagonist	PPARg SRC-1 ag	G6PDH CS	ROMK primary	TR-FRET SRC-2 ct	Diaphorase act	Diaph inh CS	PPARg SRC-3 ag	PPARg SRC2 recr
O=C(CN1CCN(c2ccccc2F)CC1)Nc1cccnc1Cl	1	1.1	-1	-1	2	0.22	1762	0.9	6	-2	-1
CCOC(=O)C1C(=O)N(C)C2(C)CC1c1cc(OC)ccc1O2 (centres undefined)	1	1.1	-10	-1	0	.	1597	0.9	6	0	1
Cc1c(C(=O)C(=O)N2CCC3(CC2)OCCO3)c2ccccc2n1C	0.9	0.9	-16	-4	3	-0.11	1558	1	0	5	11
Cc1cc(C)cc(-n2c(O)c(C=Nc3ccc(N4CCOCC4)cc3)c(=O)[nH]c2=S)c1	0.7	0.9	-11	10	3	0.016	1636	0.7	26	7	18
CCC(=NCCN1CCCCC1)c1c(O)n(C)c(=O)n(C)c1=O	1.2	1	.	-8	-17	1.1	1448	1	4	3	4
CC(N=Cc1c(O)[nH]c(=O)[nH]c1=O)c1ccccc1 (centres undefined)	1	0.9	1	8	10	.	1808	0.9	8	10	8
CN(CCc1nnc(N)s1)[N+](=O)[O-]	1.1	1.3	-14	9	5	-0.54	1578	1	3	4	6
COc1cc(C)c(CN2CCN(c3ccccc3)CC2)cc1C	0.9	0.8	13	3	9	.	1734	0.7	25	-10	2
CCC1(CCCC(=O)c2ccc(F)cc2)C(=O)NC(=S)NC1=O	0.9	0.9	-6	7	2	.	1576	0.9	11	7	1
Cn1cc(C(=O)c2ccccc2)c2ccccc21	1.1	1	-50	-2	-4	.	1461	0.9	15	6	-4
COCCOC(=O)C1=C(N)OC(C)=C(C(=O)OC)C12C(=O)Nc1ccccc12 (centres undefined)	0.9	0.9	.	3	4	0.79	1448	0.9	6	2	0
CCNc1cc(N2CCN(C)CC2)ccc1[N+](=O)[O-]	0.6	0.9	-14	3	25	-0.92	1542	1	2	1	3
Cc1nn(Cc2ccccc2Cl)c(Cl)c1C(=O)OCC(=O)NCc1ccco1	1	0.9	-17	7	-13	-1.8	1633	0.9	10	-4	6
C=CCNC(=S)/N=C/c1c(O)[nH]c(=O)[nH]c1=O	1.1	1.1	-30	6	12	.	1506	1.1	-5	6	8
Cc1nn(CC(C)C)c(Cl)c1C(=O)O	1.1	1.1	-10	5	5	0.14	1628	1	1	-1	0
O=C(c1cc(C(=O)NCc2ccccc2)c(=O)n(Cc2ccccc2)c1)c1cc(Cl)ccc1O	1.1	1.1	4	1	-6	-0.5	1743	0.8	19	7	0
CCOC(=O)c1ccc2c(c1)n(Cc1ccccc1)c(C)[n+]2CC	1	1	-25	0	8	-0.58	1548	1	4	-3	0
COCCOC(=O)c1c(N)n(Cc2ccco2)c2nc3ccccc3nc12	1.2	1.2	.	4	4	-0.56	1522	0.7	34	-7	2
CC(C)CN1CCN(Cc2cccc3c2OCO3)CC1CCO (centres undefined)	1	0.9	4	-4	7	0.32	1668	0.9	9	2	3
O=C(C1CCCO1)N1CCC2(CC1)OCCO2 (centres undefined)	0.9	0.9	19	-2	-4	0.42	1466	0.9	6	7	8
CN1CC=C2C(C#N)=C(N)C(C#N)(C#N)C(c3ccncc3)C2C1 (centres undefined)	0.8	0.8	.	-1	1	-2.3	1654	0.9	14	1	2
OCC#CC[N+]1(CC#Cc2ccccc2)CCCC1	.	.	-22	4	9	0.16	1560	.	.	2	3
COc1ccc(OC)c(C2=NOC(C(=O)N3CCC4(CC3)OCCO4)C2)c1 (centres undefined)	0.9	0.9	-14	-5	17	.	1393	0.9	14	-11	-1
CC(=O)N1CN2CN(C(C)=O)CC(C(=O)c3ccc(Br)cc3)(C2)C1	1	0.9	-22	-2	-8	.	1499	0.9	13	5	4
O=c1[nH]c(O)c(N=Nc2cccc(S(=O)(=O)N3CCOCC3)c2)c(=O)[nH]1	1.1	1	2	19	2	-0.072	1656	0.9	9	1	3
Fc1ccc2c(c1)nnn2C1CCN(Cc2c(Cl)cccc2Cl)CC1	1	1	.	2	8	0.66	1681	0.8	17	3	13
COc1cc2c(cc1OC)C(C(=O)NCCC(C)C)C1CCCCN1C2=O (centres undefined)	1	0.9	1	1	-4	-0.24	1594	0.9	10	-2	-2
COc1cc(/C=N/NC(=O)Cn2c([N+](=O)[O-])cnc2C)ccc1OC(=O)N(C)C	0.9	0.9	.	-1	9	0.54	1470	0.9	10	-3	0
O=C1NC(=S)N(c2ccc(F)cc2)C(=O)/C1=C\c1ccoc1	1.8	1.6	-25	7	3	0.35	1531	0.7	34	5	3
COC(=O)N1CCN(C(=O)Cc2ccc(Cl)c(Cl)c2)C(CN2CCCC2)C1 (centres undefined)	1	1	-3	6	8	.	1461	0.8	22	1	6
CCN(CC)S(=O)(=O)c1ccc(NN=C(C#N)C#N)cc1	1.4	1.4	22	4	7	.	1555	0.9	5	6	9
O=C(CNC(=O)c1ccccc1Cl)Nc1ccc(Br)cc1C(=O)c1ccccc1	0.9	0.8	6	4	-8	-0.023	1555	0.8	20	7	3
CCN(CC)CCCNC(=O)c1c(O)c2ccccc2n(Cc2ccccc2)c1=O	1.1	1	.	12	5	-1.2	1468	1	-3	6	6
NCC(CC(=O)O)c1ccc(Cl)cc1 (centres undefined)	1	1	.	2	-2	.	1355	0.9	6	-3	-2
Clc1ccc(OCC#CCN2CCOCC2)cc1	1	0.9	-17	2	-2	.	1493	0.7	25	7	8
CN1CCN(c2ncnc(Cl)c2N)CC1	1	1	-11	7	27	0.0036	1567	0.9	9	10	12

A different layout for two compounds above:
Structure,PMI act hi M6P,PMI activator,S1P3 antagonist,PPARg SRC-1 ag,G6PDH CS,ROMK primary,TR-FRET SRC-2 ct,Diaphorase act,Diaph inh CS,PPARg SRC-3 ag,PPARg SRC2 recr
COc1ccccc1CN1CCN(C(=O)COc2ccccc2)CC1,0.9,0.8,6,8,-1,.,1607,0.8,21,7,2
COc1ccc(Cc2nccc3cc(OC)c(OC)cc23)cc1OC,1.1,1.5,29*,12,32,.,1548,1.3,-28,5,3
